# Screening results (PubChem BioAssay)
# PKA-R2B act: activators of PKA-R2B holoenzyme, primary screen, biochemical, fluorescence polarization, Cy5-IP20, human; activation, % at 11.4 µM; cAMP-dependent protein kinase catalytic subunit beta (Homo sapiens) + cAMP-dependent …; PKA-R2B holoenzyme dissociation; R2B truncated from residue 108, S112A mutant; 0% DMSO only, 100% 113 µM cGMP; hit rate 0.079% among 340,000; AID 504700, 2011;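 active means activation above a cutoff set at the mean over all compounds plus 3 SD, cut at about 18% in these data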;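 further: higher means more holoenzyme dissociation and a rise in polarization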
# phage Ecoli inh: growth loss of phage-infected E. coli, primary screen, RecBCD inhibitor project, absorbance, with phage, HTS. inhibition, % at 11.9 µM. hit rate 0.26% among 360,000; in the data active means inhibition above about 11%
# Tat export inh: E. coli Tat export inhibitors, primary screen, MC4100, TorA-mCherry reporter, fluorescence, single point. inhibition, % at 10 µM. hit rate 0.036% among 340,000. AID 488895, 2010;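 active means mean replicate inhibition at least 50% and at least half of replicates individually reaching 50%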;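 further: exported cargo escapes ClpAP degradation while cytoplasmic cargo is degraded and loses fluorescence; 0% = median of neutral control wells and 100% = median of NaSCN control wells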
# Ecoli viability: E. coli V3065 growth inhibition, primary screen, counter-screen for AddAB inhibitor project, absorbance, OD600 | hit rate 0.27% among 330,000 | 18 h | inhibition, % at 11.9 µM;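 active means inhibition above the campaign's mean inhibition across all tested compounds plus 3 SD, cut at about 9.9% in these data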;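 further: uninfected addAB+ strain grown without phage in ampicillin broth; 0% = DMSO wells and 100% = ciprofloxacin 0.95 µg/ml wells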
# HTR5A inv ag: HTR5A inverse agonists in luminescence cell assay, primary screen, counter-screen for OPRM1-OPRD1 heterodimer inverse agonist project, full-deck HTS. HTR5A cell line, inverse agonism. inhibition, % at 9.3 µM. hit rate 0.083% among 340,000. AID 504634, 2011; in the data active means inhibition mostly above about 23%, no sharp cut-off; inactive means mostly below about 18%;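 further: 0% = cells with DMSO and 100% = no-cell wells with DMSO; some compounds called inactive have numbers as strong as hits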
# PfHsp90 yeast 2: growth inhibition of PfHsp90-expressing yeast, primary screen, antimalarial PfHsp90 inhibitor project, S. cerevisiae, BacTiter-Glo luminescence, single point, set 2. BacTiter-Glo ATP, 48 h; yeast lacking PDR1 and PDR3 efflux regulators. inhibition, % at 9.4 µM. hit rate 0.32% among 310,000;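 active means every replicate shows inhibition above about 80%, whatever the replicate mean, limit read from the data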;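 further: 0% = DMSO neutral controls and 100% = 20 µM radicicol positive controls; yeast relying on Plasmodium falciparum Hsp90 in place of its own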
# MOR-DOR ag: agonists of OPRM1-OPRD1 heterodimerization, primary screen, cell-based, luminescence | Mu-type opioid receptor (Homo sapiens) + Delta-type opioid receptor (Homo sapiens), … | cells | activation, % at 9.3 µM | hit rate 0.3% among 340,000 | AID 504326, 2011; in the data active means activation above about 18%;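 further: 0% = vehicle-treated cells and 100% = reference agonist; values of inactives mirror those of a sister screen read the other way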
# Target sequence (P35372 whole entry, looked up): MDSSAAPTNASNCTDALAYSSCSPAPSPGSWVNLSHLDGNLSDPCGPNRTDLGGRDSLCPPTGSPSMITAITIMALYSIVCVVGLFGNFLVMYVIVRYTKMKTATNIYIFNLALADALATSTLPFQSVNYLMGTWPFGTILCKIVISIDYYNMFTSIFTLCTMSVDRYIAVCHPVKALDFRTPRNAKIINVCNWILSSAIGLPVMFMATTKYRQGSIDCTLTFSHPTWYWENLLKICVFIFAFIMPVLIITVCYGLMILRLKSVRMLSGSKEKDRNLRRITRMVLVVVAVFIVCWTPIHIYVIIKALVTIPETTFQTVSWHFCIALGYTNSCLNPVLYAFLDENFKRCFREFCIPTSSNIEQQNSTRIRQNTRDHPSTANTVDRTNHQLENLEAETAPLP
# Target sequence (P41143 whole entry, looked up): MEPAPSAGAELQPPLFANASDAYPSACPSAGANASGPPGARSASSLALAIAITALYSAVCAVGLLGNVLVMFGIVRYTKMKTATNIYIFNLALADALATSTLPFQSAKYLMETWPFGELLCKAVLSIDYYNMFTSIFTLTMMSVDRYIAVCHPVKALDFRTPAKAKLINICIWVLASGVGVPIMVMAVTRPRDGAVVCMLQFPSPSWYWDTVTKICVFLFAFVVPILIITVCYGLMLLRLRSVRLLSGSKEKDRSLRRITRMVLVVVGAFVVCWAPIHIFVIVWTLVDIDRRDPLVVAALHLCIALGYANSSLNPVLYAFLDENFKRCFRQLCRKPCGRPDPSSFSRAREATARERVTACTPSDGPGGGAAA
# MOR-DOR inv ag: inverse agonists of MOR-DOR heterodimerization, primary screen, cell-based, luminescence | Mu-type opioid receptor (Homo sapiens) + Delta-type opioid receptor (Homo sapiens), … | cell-based MOR-DOR heterodimer luminescence, inverse agonism | inhibition, % at 9.3 µM | hit rate 0.21% among 340,000 | AID 504357, 2011; in the data active means inhibition above about 22%, passing the limit was not always enough;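 further: 0% = cells with DMSO and 100% = wells without cells with DMSO; values of inactives mirror those of a sister screen read the other way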
# AddAB inh: growth inhibition of E. coli expressing H. pylori AddAB, primary screen, AddAB inhibitor project, absorbance | inhibition, % at 11.9 µM | hit rate 0.29% among 330,000 | AID 435030, 2010; in the data active means inhibition above about 12%;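 further: 0% = vehicle wells of infected cells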
# PKA-R1A activ: activators of PKA-R1A holoenzyme, primary screen, biochemical, fluorescence polarization, Cy5-IP20, bovine R1A, mouse PKAc | hit rate 0.083% among 340,000 | PKA-R1A dissociation; scaled: DMSO 0%, 113 µM cGMP 100% | activation, % at 11.4 µM;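 active means percent activation above the mean of all tested compounds plus 3 SD, cut at about 19% in these data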;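 further: higher means more PKAc released from R1A so a rise in polarization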
# Mot1-301 SUMO: yeast Mot1-301 growth rescue at high temperature, primary screen, SUMOylation pathway inhibitor project, S. cerevisiae, ATP luminescence, 38.5C; AID 2716, 2010; growth rescue, % at 18.8 µM; S. cerevisiae Mot1-301 growth rescue; percent above DMSO median, 100 means doubled; hit rate 1% among 320,000;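 active means every valid replicate shows activation above 250% relative to neutral control wells; inactive means the rest, any valid replicate at or below 250%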;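 further: OY570 slx delta 5 strain wells were the positive control but not used for scaling; some compounds called inactive have numbers as strong as hits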
# Starred values were filed as active, the others as inactive; i = inactive; · = no result given; & = joins results of further samples.
SMILES	PKA-R2B act	phage Ecoli inh	Tat export inh	Ecoli viability	HTR5A inv ag	PfHsp90 yeast 2	MOR-DOR ag	MOR-DOR inv ag	AddAB inh	PKA-R1A activ	Mot1-301 SUMO
COc1cc(OC)c(NC(=O)[C@@H]2CCC(=O)N2C2OC(=O)c3c2ccc(OC)c3OC)cc1Cl (stereo partly specified)	-1.3	2.6	-5.7	0.7	-1.9	-2.2	-2.9	14.7	1.3	-5.5	-5.1
COCCNC(=S)N(CCCO)Cc1cc2cc3c(cc2[nH]c1=O)OCCO3	-6.0	1.9	3.3	1.1	10.5	3.0	-0.7	3.9	0.3	-4.1	0.1
Cc1ccc(C(=O)NCC(=O)OCC(=O)c2ccc(Cl)s2)cc1	-7.3	4.3	-2.6	-0.6	-2.0	-15.7	-3.6	17.5	-0.5	-20.0	-3.7
Cc1cc(C)cc(NC(=O)C(OC(=O)c2ccc([N+](=O)[O-])o2)c2ccccc2)c1 (stereo unspecified)	-11.7	0.1	-9.6	0.7	-15.9	-13.7	9.1	-51.5	2.9	-11.2	-10.0
COc1ccc(C(=O)Nc2ccc(Cl)cc2C(=O)NCCN2CCOCC2)cc1	-4.2	2.2	-5.8	-0.1	5.5	9.2	-2.7	15.4	-0.1	-2.8	-5.4
COc1ccc(S(=O)(=O)N(C)C)cc1NC(C)C(=O)Nc1cccc(C#N)c1 (stereo unspecified)	-2.1	0.7	6.4	0.6	-0.3	-0.5	-3.1	14.2	0.3	-9.4	10.9
N#Cc1ccc(CN2CCN(C(=O)CNC(=O)Cc3cccc4ccccc34)CC2)cc1	-11.4	2.4	-5.2	·	-0.3	·	-2.5	13.2	·	4.6	·
Cc1ccc(C)c(S(=O)(=O)NCC(c2ccc3c(c2)OCO3)N2CCOCC2)c1 (stereo unspecified)	4.7	4.3	15.6	1.3	4.2	-9.7	-1.8	11.5	0.9	6.5	78.2
COc1ccc(-n2c(C)nc3cc(C(=O)NCCN4CCOCC4)ccc32)cc1	8.2	1.6	-0.2	-0.7	-12.7	·	-1.2	6.9	-0.9	-4.9	-13.9
Cc1csc(SCC(=O)Nc2ccc(F)cc2Cl)n1	-6.7	0.6	2.3	-1.0	-3.8	-12.7	-0.3	1.1	-0.7	-22.9	13.1
CC1CN(CCOCCSc2ccccc2)CC(C)O1 (stereo unspecified)	1.8	2.0	-7.9	-1.6	11.5	1.8	-2.3	15.0	0.2	-6.5	199.9
CCOC(=O)c1oc2ccccc2c1NC(=O)c1ccc(Cl)s1	0.8	2.7	-5.1	-0.3	5.7	-24.8	-0.7	3.8	1.9	-5.8	3.4
Cc1ccc(NC(=O)C(C)c2cccc(C(=O)c3ccccc3)c2)cc1O (stereo unspecified)	-11.8	2.2	10.5	-1.0	11.4	10.9	4.1	-21.2	2.7	-8.6	9.7
CCOC(=O)C1=C(O)C(Nc2nc3ccccc3s2)(C(F)(F)F)N=C1C (stereo unspecified)	-2.7	3.9	6.3	1.7	-10.1	·	-0.6	2.8	2.0	-0.2	-1.3
O=C(O)CCCC(=O)NCc1ccccn1	-5.7	0.8	-1.5	1.8	-9.4	-2.5	-2.3	14.2	4.1	-2.5	-18.0
CN1CCc2nc(NC(=O)COc3ccc4ccccc4c3)sc2C1	-8.0	1.4	0.1	0.5	-19.7	-32.3	-1.3	6.7	-0.7	-5.6	-4.7
CC(=O)Nc1cccc(Oc2ncccc2[N+](=O)[O-])c1	-12.6	1.8	10.9	1.3	-9.6	4.6	-1.8	9.4	-1.6	-2.3	-8.9
Cc1ccc(S(=O)(=O)N(C)c2ccc(OCC(=O)Nc3ccc(C(=O)N(C)C)cc3)cc2)cc1C	3.1	0.5	3.6	2.6	-19.4	1.0	-1.0	4.2	0.3	-12.0	-3.7
CCOC(=O)C1=C(CP(=O)(c2ccccc2)c2ccccc2)NC(=O)NC1c1ccc(OC)cc1 (stereo unspecified)	-10.1	2.9	3.2	0.2	-11.4	-14.5	0.4	-2.6	-0.8	4.0	1.8
COc1ccc(-c2ccc([C@H]3[C@H]4C=CC[C@@H](C)[C@@H]4C(=O)N3Cc3ccccc3)c(F)c2)cc1	-9.4	1.8	-4.3	-0.3	-1.5	6.4	-1.6	9.0	3.9	-2.3	11.4
Cc1ccccc1NC(=O)C1Cc2ccccc2CN1C(=O)c1ccco1 (stereo unspecified)	5.2	-0.1	-0.5	-0.8	-13.5	-6.3	-1.3	7.0	1.3	-3.8	35.7
O=C(c1ccc(S(=O)(=O)N2CCOCC2)cc1)N1CCc2ccccc2C1	8.7	-1.3	3.5	4.3	-12.1	-12.1	0.0	0.1	5.6	-5.6	·
c1ccc(COc2cccc(CNCc3cccnc3)c2)cc1	-12.4	2.2	-6.7	-0.7	-23.4	-15.8	11.3	-56.8	-1.4	-6.5	10.6
O=C(NCCCOC(=O)c1ccccc1)c1ccccc1	-3.1	3.3	-1.9	·	7.5	13.5	1.4	-7.0	·	9.5	·
CC1(C)Cc2c(c(N3CCOCC3)nc3sc(C(=O)N4CCCCC4)c(N)c23)CO1	-8.8	-0.2	0.9	0.0	4.5	-22.9	-1.5	9.0	2.4	0.5	·
CNc1nc(-c2ccc(Cl)cc2)cs1	-14.0	4.0	-4.4	1.4	-18.6	-22.9	-0.8	4.5	4.0	11.3	98.3
COCCn1c(C(F)(F)F)ccc(NC(=O)c2ccccc2)c1=O	15.6	-1.2	-0.3	2.6	2.7	12.4	0.2	-1.3	2.0	0.4	-5.5
CC(C(=O)N1CCOCC1)c1ccc([N+](=O)[O-])cc1 (stereo unspecified)	-16.0	3.2	1.1	0.6	1.9	15.0	-1.3	8.8	0.7	-0.1	1.0
O=C(Nc1cc(C(F)(F)F)ccc1N1CCOCC1)C1=COCCO1	3.7	1.0	-0.2	2.6	0.1	-1.9	0.1	-0.6	1.5	-6.3	-18.7
O=C1C2CSCN2C(=O)CN1CCCN1CCN(C(c2ccccc2)c2ccccc2)CC1 (stereo unspecified)	10.8	1.9	-3.7	-0.9	10.2	-4.4	-1.4	9.2	1.1	5.1	20.7
Cc1ccc(C(=O)/C=C/c2ccccc2)o1	0.0	-0.3	19.7	1.0	0.0	36.7	-1.5	8.6	-0.2	-2.2	14.3
Cc1ccc(Cl)cc1N=C(N)N=C(N)N	-16.6	1.8	-5.7	-0.3	0.2	-5.2	-0.8	3.9	0.1	-2.0	-14.6
Cn1nnnc1SCc1nnc(-c2ccc(F)cc2)o1	-3.1	3.2	-2.7	1.9	6.2	2.3	-1.8	7.5	2.8	-4.1	3.0
C=CCSc1nsc(N)n1	-6.9	1.6	-5.4	1.8	-14.8	·	-1.0	5.7	-0.1	1.5	-1.7
O=C(NCC1CCCO1)c1onc(CSc2ccc(Cl)cc2)c1C(=O)O (stereo unspecified)	-4.8	0.9	2.2	0.7	-20.6	-20.5	0.0	0.0	0.3	-12.3	13.3
CCC(C)c1ccc(OCC(=O)Nc2cccc(C(=O)Nc3ccc(C(=O)O)cc3)c2)cc1 (stereo unspecified)	-9.1	-0.4	15.5	0.7	-21.2	-29.4	-0.2	1.4	-1.4	-2.4	-3.0
Cc1onc(-c2c(Cl)cccc2Cl)c1C(=O)N[C@@H]1C(=O)N2[C@@H]1SC(C)(C)[C@@H]2C(=O)O	0.7&-6.1	3.3&0.5	5.3&-4.9	-0.9	-14.8&7.9	-5.3&-18.7	-1.1&-1.6	6.2&7.6	-1.9	-10.3&1.0	-23.8
CC1CCN(S(=O)(=O)c2ccc(C(=O)Nc3sccc3C(N)=O)cc2)CC1	0.0	0.5	-3.6	-2.1	-13.4	-0.9	2.1	-11.6	1.0	-10.8	-3.6
Clc1ccc(OCCCc2nc(-c3cccnc3)no2)c(Cl)c1	1.3	3.7	10.9	-1.2	-4.5	-13.0	1.2	-6.5	0.1	-0.2	-7.6
CC(C)C(=O)NC(=S)Nc1ccc(S(=O)(=O)N2CCCC2)cc1	-4.1	3.0	19.1	0.9	10.1	19.3	-3.5	18.6	2.9	-2.0	0.9
CC(Nc1nc(C(F)(F)F)nc2ccccc12)c1cccs1 (stereo unspecified)	5.0	2.8	3.1	1.5	4.9	11.0	6.5	-49.1	2.6	-7.6	-6.5
COc1cc(N(C)C)ccc1C=c1c2ccccc2n2c1cc(-c1ccccc1)[n+]2C	-2.8	27.6*	i	·	16.1	104.1*	-2.2	9.5	·	-3.4	·
CCOC(=O)CN1C(=O)/C(=C2\SC(=S)N(NC(=O)c3cccnc3)C2=O)c2ccccc21	-10.6	0.6	-4.9	-0.9	9.4	3.2	3.2	-15.8	-0.1	0.5	136.1
COc1ccc(-c2cc(C(F)(F)F)nc(SCC(=O)NCc3ccco3)n2)cc1OC	4.1	-3.0	-5.6	0.0	-8.3	7.0	-2.1	11.8	-3.4	0.6	28.1
O=C(C[C@@H]1C/C=C\CCCC(=O)OC[C@@H]2CCCN2C1=O)N[C@H](CO)Cc1ccccc1	1.9	3.8	0.6	0.5	-22.1	7.4	-1.2	7.2	2.2	-7.5	-25.3
Clc1cccc(CNCC2CCCO2)c1Cl (stereo unspecified)	-2.4	1.0	-1.2	0.1	-1.3	0.9	-0.3	1.5	-1.4	-10.3	-4.6
COC(=O)c1[nH]c2c(c1C)C(=O)CC(c1cc(OC)ccc1OC)C2 (stereo unspecified)	1.4	0.9	-0.2	0.0	-2.6	10.3	-4.1	20.4	3.8	7.7	0.3
Cc1ccccc1CS(=O)(=O)Cc1ccc(C(=O)NCc2cccnc2)o1	10.2	2.7	14.5	1.5	32.1	-7.3	-3.8	18.4	2.8	1.4	2.1
CN(C)/C=C/C(=O)c1c(F)cccc1F	-7.1	2.5	5.8	-0.6	-10.7	5.6	-0.4	2.2	1.1	-16.9	-14.7

# 3 entries from above, ordered by the value under MOR-DOR ag, low to high.
smiles,PKA-R2B act,phage Ecoli inh,Tat export inh,MOR-DOR ag,MOR-DOR inv ag,PKA-R1A activ,Mot1-301 SUMO
Cc1ccccc1CS(=O)(=O)Cc1ccc(C(=O)NCc2cccnc2)o1,10.2,2.7,14.5,-3.8,18.4,1.4,2.1
COc1cc(N(C)C)ccc1C=c1c2ccccc2n2c1cc(-c1ccccc1)[n+]2C,-2.8,27.6*,i,-2.2,9.5,-3.4,·
Cc1ccc(Cl)cc1N=C(N)N=C(N)N,-16.6,1.8,-5.7,-0.8,3.9,-2.0,-14.6
